Screening data deposited in PubChem by National Center for Advancing Translational Sciences (NCATS).
GLP1R inv ag: qHTS of GLP-1 Receptor Inverse Agonists (Inhibition Mode); Glucagon-like peptide 1 receptor (Homo sapiens), P43220; HEK293 GLP-1R CRE-luciferase, luminescence, 24 h; GLP-1R form is constitutively active; Potency, µM (series often up to 38.3 µM), for inactives: at the highest dose activity change, negative = inhibition, most hits filed as inhibitors; hit rate 1.6% among 410,000; AID 624417, 2012; also: % is scaled to controls: 0 for no effect and ±100 for the full control effect; nearly all actives have a fitted effect of over 55% in size
Target sequence (P43220 whole entry, looked up): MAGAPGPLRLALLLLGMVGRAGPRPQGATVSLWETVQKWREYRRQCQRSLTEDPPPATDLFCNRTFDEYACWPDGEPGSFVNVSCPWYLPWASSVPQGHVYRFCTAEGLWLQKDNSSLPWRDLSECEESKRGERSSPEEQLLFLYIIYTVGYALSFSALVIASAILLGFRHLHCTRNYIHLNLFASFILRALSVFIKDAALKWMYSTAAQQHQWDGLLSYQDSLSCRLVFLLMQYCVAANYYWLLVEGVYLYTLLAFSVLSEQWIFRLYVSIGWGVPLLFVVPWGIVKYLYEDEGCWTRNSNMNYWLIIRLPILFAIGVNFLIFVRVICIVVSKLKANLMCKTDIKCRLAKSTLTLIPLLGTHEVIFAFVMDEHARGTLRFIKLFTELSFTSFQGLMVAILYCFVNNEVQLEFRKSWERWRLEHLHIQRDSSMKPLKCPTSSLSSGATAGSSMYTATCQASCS
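Using stably transfected HEK293 (constitutively active GLP-1R, cAMP-luciferase reporter), compounds were incubated 24 hr and luciferase measured by luminescence.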
SW480 rerep: A quantitative high throughput screen for small molecules that induce DNA re-replication in SW480 colon adenocarcinoma cells; SW480 DNA re-replication, Hoechst DNA content imaging, 48 h; Potency, µM (highest dose often 46.1 µM), inactives show at the top dose re-replication activation, hits mostly activators; hit rate 1.8% among 340,000; also: % of control where 0% means no effect; nearly all actives have a fitted effect of over 55% in size
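Per well, 250 cells were exposed to pinned compound for 48 hr. Nuclear DNA was visualised with Hoechst (40 min, 37 C) and total object intensity recorded by fluorescence scanning.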
KB-V1 MDR tox: qHTS assay for MDR1-selective chemotherapeutics: Primary screen using the drug-selected MDR subline cells KB-V1. hit rate 3.4% among 400,000. AID 1347076, 2019. Potency, µM (highest dose often 46.1 µM), for inactives: at the highest dose activity change, negative = cytotoxicity, most hits filed as cytotoxic. KB-V1 MDR cells viability, CellTiter-Glo, 72 h; also: % is scaled to controls: 0 for no effect and ±100 for the full control effect; nearly all actives have a fitted effect of over 60% in size
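KB-V1, DMEM (no phenol red) + 10% FBS; cpd pin-transferred, titration series; 72 h, 37 degrees C; CellTiter-Glo, luminescence. Data normalized, curve-fit.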
GLP1R cytotox: qHTS of GLP-1 Receptor Inverse Agonists: Cytotox Screen. HEK293 cAMP-luciferase reporter cells, luminescence, 24 h. Potency, µM (titrated, usually from 38.3 µM), inactives show at the highest dose activity change, negative = inhibition, most hits filed as inhibitors. hit rate 0.13% among 410,000;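 also: loss of luciferase light is scored as toxicity; % is scaled to controls: 0 for no effect and ±100 for the full control effect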
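To flag toxic compounds, the library was rerun on cells for 24 hr at 37 deg C and 5% CO2. Viability-linked luminescence was captured 12 min after adding luciferase detection reagent.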
KB-3-1 cytotox: qHTS assay for MDR1-selective chemotherapeutics: Primary screen using the parental adenocarcinoma cell KB-3-1; KB-3-1 viability, CellTiter-Glo ATP luminescence, 72 h; hit rate 1.4% among 400,000; Potency, µM (doses to about 46.1 µM), inactives show at the highest dose activity change, negative = cytotoxic, actives largely listed as cytotoxic; also: % is scaled to controls: 0 for no effect and ±100 for the full control effect; nearly all actives have a fitted effect of over 60% in size
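Cytotoxicity measured as CellTiter-Glo luminescence after 72 h at 37 C. Compound titrations were pinned onto drug-naive KB-3-1 parental adenocarcinoma cells grown in DMEM with 10% FBS, and normalized data fitted to concentration-response curves.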
HT1080 IDH1KD tx: qHTS for induction of synthetic lethality in tumor cells producing 2HG: qHTS for the HT-1080-IDH1KD cell line; Potency, µM (highest dose often 46.1 µM), without a hit: top-dose activity, negative = toxicity, most hits filed as cytotoxic; HT-1080 IDH1 knockdown viability, ATP luminescence, 48 h; AID 686971, 2013; hit rate 2% among 360,000;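 also: 0% = DMSO wells and -100% = cell-free medium wells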
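% activity derives from luminescence (CellTiter-Glo), normalised to DMSO and no-cell wells. HT-1080-IDH1KD cells, 750/well, had 48 h compound exposure at 37 °C.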
HT1080-NT tox: qHTS for induction of synthetic lethality in tumor cells producing 2HG: qHTS for the HT-1080-NT fibrosarcoma cell line; HT-1080-NT fibrosarcoma viability, CellTiter-Glo ATP luminescence, 48 h; Potency, µM (highest dose often 46.1 µM), for the others: top-dose activity, negative = less viability, most hits filed as cytotoxic; hit rate 1.6% among 360,000;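 also: NT is the 2HG producing partner of a matched IDH1 knockdown line; 0% = DMSO-treated cells and -100% = media-only wells without cells; nearly all actives have a fitted effect of over 55% in size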
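HT-1080-NT fibrosarcoma cells (2HG-overproducing), 750 cells/well in RPMI with 5% FBS, dosed after 2 h and incubated 48 h at 37C. CellTiter-Glo luminescence normalized to DMSO and no-cell wells; concentration-response curves fitted and classed.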
TDP-43 yeast inh: qHTS of TDP-43 Inhibitors; AID 652104, 2013; hit rate 1.8% among 410,000; TDP-43 expressing yeast growth rescue, BacTiter-Glo, 24 h; Potency, µM (highest dose often 46.1 µM), inactives show at the highest dose growth rescue (activation), actives largely listed as activators; also: % of control where 0% means no effect; nearly all actives have a fitted effect of over 50% in size
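In this qHTS, compounds that restore growth of yeast expressing TDP-43 appear as activators. Cells (OD600=0.02, galactose medium, raffinose-pregrown) are incubated with compound 24 hr at 30 deg C and growth is quantified by BacTiter-Glo.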
GLP1R ag: qHTS of GLP-1 Receptor Agonists. hit rate 0.007% among 380,000. HEK293 GLP-1R CRE-luciferase, luminescence, 4-6 h; cells express a hypersensitive GLP-1R form. Potency, µM (highest dose often 45.6 µM), without a hit: at the highest dose activation, most hits filed as activators. AID 624172, 2012; also: % of control where 0% means no effect
Active calls of the source: *; ? = inconclusive; . = not tested or not shown; [ ] = another dose, or the depositor's remark. Calls follow the shape of the dose curve; as a rule, active = well fitted curve in the direction sought with a large enough effect; inconclusive = small, poorly fitted or top-dose-only effect, or another doubt; inactive = no such curve, though single readings can be large; an effect the other way counts as inactive or inconclusive. Potency is read from the fitted curve at half-maximal effect. These rows are one share of the data; count on the stated rates, not on these rows.

SMILES	GLP1R inv ag	SW480 rerep	KB-V1 MDR tox	GLP1R cytotox	KB-3-1 cytotox	HT1080 IDH1KD tx	HT1080-NT tox	TDP-43 yeast inh	GLP1R ag
COc1ccc(OC(=O)N(C)C[C@H]2OCc3cnnn3CCCC(=O)N([C@@H](C)CO)C[C@H]2C)cc1	10.0%	.	3.8%	-3.7%	6.3%	2.8%	-1.4%	27.3%	-3.1%
Cc1cc(N2CCOCC2)nc2ccc(NC(=O)CCC(=O)N3CCC4(CC3)OCCO4)cc12	2.9%	-14.2%	?	5.0%	6.1%	-1.3%	-1.2%	23.8%	0.5%
Nc1cc2nc3ccccc3nc2cc1N	58.0%[activator]	-1.7%	5.5%	18.6%	-4.8%	6.5%	15.2%	8.8%	-2.9%
Cc1cc(NC(=O)CCl)on1	66.9%[activator]	-18.6%	?	-1.7%	-21.6%	?	?	-0.3%	0.6%
Cc1ccc(OCC(=O)N2CCN(Cc3cccnc3)CC2)cc1	7.6%	6.9%	13.0%	1.7%	-3.3%	11.1%	?	-8.0%	15.5%
CCN1CCN(C(=O)COc2ccc(S(=O)(=O)N3CCOCC3)cc2Cl)CC1	1.2%	-4.6%	1.1%	5.7%	0.6%	11.2%	5.0%	0.0%	3.9%
O=P(CCl)(Nc1ccccc1)C(Cl)(Cl)Cl (stereo unspecified)	5.9%	-0.1%	2.3%	-3.3%	-12.8%	16.4%	11.0%	17.5%	-2.4%
CC(=O)N1CCN(CCN=Cc2c(O)n(-c3ccc(F)cc3)c(=S)[nH]c2=O)CC1	1.5%	-3.0%	28.0%	-0.2%	15.9%	7.8%	1.6%	16.3%	1.6%
Cc1ccc(-c2nc3ccccc3c(=O)n2-c2ccccn2)cc1	-10.3%	-0.9%	20.2%	-7.8%	17.4%	13.5%	11.9%	18.2%	5.2%
O=C(c1ccccc1)N1C(=O)C(c2ccccc2)Oc2ccccc21 (stereo unspecified)	?	-15.9%	11.4%	-7.8%	-1.8%	-20.4%	-37.9%	-32.2%[inhibitor]	-3.8%
Cc1ccc(Cl)cc1N1CCN(CCN)CC1	-8.9%	3.2%	?	-1.8%	-9.2%	-24.7%	-23.5%	-9.8%	7.8%
O=C(NCC(c1cccnc1)N1CCN(c2ccc(F)cc2)CC1)Oc1ccccc1 (stereo unspecified)	-23.5%	-0.2%	8.3%	3.5%	6.4%	4.3%[9.24 µM]	-23.4%	-21.9%	-3.6%
O=C(COc1ccc(S(=O)(=O)N2CCCCC2)cc1)N1CCN(Cc2ccccc2)CC1	-19.5%	-4.3%	?	-2.7%	3.5%	-1.2%	1.3%	6.1%	-1.2%
C=CCN1C(=O)C2(C(C(=O)OCC)=C(N)Oc3c2c(=O)oc2ccccc32)c2ccccc21 (stereo unspecified)	5.3%	-3.5%	-12.4%	5.4%	7.2%	6.5%	4.9%	7.2%	-0.9%
N[C@@H](Cc1c[nH]c2ccccc12)c1nnc(SCc2c(F)cccc2Cl)o1	-21.9%	21.7%	18.4µM*	-0.7%	-12.1%	?	?	-19.6%	13.8%
COC(=O)C1=C(C)N(Cc2ccccc2)C(=NCCc2c[nH]c3ccccc23)N[C@H]1c1cccc(F)c1	?	6.2%	?	?	?	-25.2%	?	-5.6%	-1.1%
CC(C)CC(C)N (stereo unspecified)	2.9%	-1.8%	14.2%	-3.2%	0.0%	1.5%	-28.2%	20.7%	-4.7%
CC1CN2c3ccc([N+](=O)[O-])cc3CC3(C(=O)N(C)C(=O)N(C)C3=O)C2C(C)O1 (stereo unspecified)	18.6%	-12.0%	25.9%	-19.1%	1.8%	4.1%	0.0%	4.6%	13.0%
C=C1[C@H]2CC[C@H]3[C@]4(C)C[C@H](O[C@H]5O[C@H](CO)[C@@H](OS(=O)(=O)O)[C@H](OS(=O)(=O)O)[C@H]5OC(=O)CC(C)C)C[C@@H](C(=O)O)[C@H]4CC[C@]3(C2)[C@H]1O	14.6%	-14.7%	2.9%	-0.8%	0.0%	-3.1%	3.4%	0.8%	-2.9%
C(=NN1CCCCCC1)c1c[nH]c2ccccc12	-28.0%	1.3%	-17.0%	-13.1%	-16.8%	14.8%	10.4%	-21.0%	8.8%
CC(=O)Nc1ccc(NC(=O)C(C)OC(=O)c2ccccc2C(=O)c2ccc(Cl)c([N+](=O)[O-])c2)cc1 (stereo unspecified)	-20.6%	16.4µM*	-0.6%	?	?	?	?	0.3%	-15.3%
O=C1CC(c2ccc(F)cc2)c2c(c3ccccc3oc2=O)O1 (stereo unspecified)	-14.9%	.	29.1%	-1.0%	0.0%	.	.	9.1%	.
COC(=O)C1=C(c2c(C)noc2C)C[C@@H]2CC[C@H]1N2C(=O)N1CCC(O)CC1	17.0%	-2.1%	0.0%	-8.2%	8.8%	0.0%	9.7%	-5.4%	-0.7%
CC(=O)NCCc1c[nH]c2ccccc12	-6.8%	20.0%	16.0%	0.1%	0.0%	7.5%	-0.3%	0.6%	-0.8%
CN1CCN(c2ccccc2NC(=O)c2ccc(-c3ccc(Cl)c(Cl)c3)o2)CC1	-4.5%	?	0.0%	3.4%	-34.3%	-1.6%	-3.6%	-20.4%	0.7%
O=C(COc1ccc(Cl)cc1)N1CCN(C2CCCC2)CC1	11.4%	-30.3%[inhibitor]	16.7%	-4.0%	-4.6%	13.4%	15.5%	-2.0%	5.3%
CCOP1(=S)Oc2cc3c(cc2C(C(=O)OC)(C(F)(F)F)O1)OCO3 (stereo unspecified)	0.2%	3.6%	-1.6%	-2.1%	-2.4%	3.7%	4.9%	-1.5%	-7.8%
O=C1C=CC(O)C2(CO)OC12 (stereo unspecified)	?	.	14.2%	?	?	?	?	0.0%	-1.9%
O=C(Nc1ccccc1)c1c(O)[nH]c(=O)[nH]c1=O	8.1%	-2.5%	-17.5%	0.6%	15.4%	0.9%	-1.8%	-35.9%[inhibitor]	2.0%
COC(=O)C1=C(c2cccc(C#N)c2)C[C@@H]2CC[C@H]1N2C(=O)N1CCCC1	7.8%	-27.7%[9.22 µM]	-20.5%	1.7%	6.8%	3.4%	0.6%	6.9%	-2.5%
CCc1ccc(OCC(=O)N2CCN(CCc3ccncc3)CC2)cc1	-29.9%	.	17.3%	5.9%	-2.9%	.	.	-5.4%	.
Cc1ccc(NC(=O)C2CCN(C(=O)c3cnn(-c4ccccc4)c3-n3cccc3)CC2)cc1Cl	?	.	?	-14.8%	?	.	.	35.5µM*	.
CN(C)CCN=Cc1c(O)n(-c2cccc3ccccc23)c(=O)[nH]c1=O	-11.5%	-5.7%	7.9%	-12.1%	0.4%	2.2%	2.8%	-1.2%	-16.0%
Cc1cc(C)cc(NC(=S)NC2CC3CCC(C2)N3Cc2ccco2)c1 (stereo unspecified)	?	-3.0%	?	?	1.0%	16.9%	-8.8%	12.7%	9.2%
CNCCc1c[nH]c2ccccc12	-6.8%	-17.3%	0.2%	-2.5%	0.0%	-1.0%	-1.2%	0.0%	-2.8%
O=c1[nH]c(=O)n(Cc2ccccc2)c(O)c1C=NCCCn1ccnc1	?	7.6%	1.6%	10.9%	0.0%	1.0%	-3.1%	-10.5%	-2.4%
CCOC(=O)c1c(/N=C/c2c(O)n(-c3ccccc3F)c(=S)[nH]c2=O)sc2c1CCCC2	4.6%	-2.6%	14.3%	2.3%	2.7%	-0.7%	-2.2%	1.6%	10.6%
Cc1ncc(C(=O)O)n1C(C)c1ccccc1 (stereo unspecified)	11.2%	.	22.0%	10.4%	-11.7%	-6.8%	-4.8%	5.4%	2.6%
C[C@]12CC[C@H]3[C@@H](CCC4=CC(=O)CC[C@@]43O)[C@@H]1CCC2=O	54.8%[activator]	-6.8%	-8.7%	5.1%	1.3%	6.7%	5.3%	12.2%	-3.7%
C[C@]12C[C@@H](O)[C@H](O)CC1=CCC1C2CC[C@]2(C)C(=O)CCC12 (stereo partly specified)	23.1%	-3.6%	10.7%	-3.8%	12.0%	1.5%	0.0%	11.3%	-2.6%
COc1ccc(NC(=O)CN2CC=C(c3ccccc3)CC2)cc1S(=O)(=O)N1CCOCC1	5.8%	3.9%	-25.4%	-4.7%	4.2%	0.3%	3.1%	9.0%	6.9%
Cc1cc(OC(=O)N(C)C)nc2c1c(C)nn2C	9.2%	-6.9%	2.3%	0.3%	-3.6%	9.9%	10.2%	-6.4%	13.5%
C=Cn1ccnc1P(=S)(c1nccn1C=C)C1CCCCC1	?	15.5%	-33.0%	-7.3%	-12.3%	?	?	-0.2%	2.6%

Whole records from above. Values in the order: GLP1R inv ag | SW480 rerep | KB-V1 MDR tox | GLP1R cytotox | KB-3-1 cytotox | HT1080 IDH1KD tx | HT1080-NT tox | TDP-43 yeast inh | GLP1R ag
C=Cn1ccnc1P(=S)(c1nccn1C=C)C1CCCCC1 as listed: ? | 15.5% | -33.0% | -7.3% | -12.3% | ? | ? | -0.2% | 2.6%
C[C@]12CC[C@H]3[C@@H](CCC4=CC(=O)CC[C@@]43O)[C@@H]1CCC2=O as listed: 54.8%[activator] | -6.8% | -8.7% | 5.1% | 1.3% | 6.7% | 5.3% | 12.2% | -3.7%
COc1ccc(NC(=O)CN2CC=C(c3ccccc3)CC2)cc1S(=O)(=O)N1CCOCC1 as listed: 5.8% | 3.9% | -25.4% | -4.7% | 4.2% | 0.3% | 3.1% | 9.0% | 6.9%
C[C@]12C[C@@H](O)[C@H](O)CC1=CCC1C2CC[C@]2(C)C(=O)CCC12 (stereo partly specified) as listed: 23.1% | -3.6% | 10.7% | -3.8% | 12.0% | 1.5% | 0.0% | 11.3% | -2.6%
